Source: PubChem (National Center for Advancing Translational Sciences (NCATS))
HTT ATP protect: protects HTT-Q103 PC12 cells, measured by ATP | hit rate 0.14% among 230,000 | Potency, µM (highest dose often 56.4 µM), inactives show cytoprotection (ATP increase), most hits filed as activators | PC12 HTT-Q103 induced, cytoprotection, ATP luminescence, 40 h;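 note: % of control where 0% means no effect; nearly all actives have a fitted effect of over 45% in size; toxic huntingtin expression switched on by the ecdysone agonist tebufenozide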
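ATP quantification (ATPlite) reports survival of PC12 cells in which tebufenozide, 100 nM final, switches on Htt exon 1 with 103 glutamines linked to GFP; compounds are titrated.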
Tau fibril FP: tau fibrillization inhibition (FP). hit rate 0.39% among 280,000. K18 P301L tau heparin fibrillization, Alexa594 FP, 6 h. Potency, µM (series often up to 57.7 µM), without a hit: at the highest dose activity, negative = inhibition, hits mostly inhibitors; note: % is set by controls: 0 for no effect and ±100 for the full control effect; nearly all actives have a fitted effect of over 55% in size
Target sequence (P10636 561-689 P618L limits assumed): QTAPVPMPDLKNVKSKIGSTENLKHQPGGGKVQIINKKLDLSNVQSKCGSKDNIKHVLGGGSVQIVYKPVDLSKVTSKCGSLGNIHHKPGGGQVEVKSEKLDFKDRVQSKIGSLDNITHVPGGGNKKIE
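Quantitative HTS format: compounds meet 15 uM recombinant K18 P301L tau and Alexa 594-tau tracer in 100 mM sodium acetate pH 7; 20 uM heparin triggers fibrillization at 37 C over 6 hr; FP gives the signal.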
GAA glycogen mod: alters human alpha-glucosidase cleavage of glycogen; hit rate 0.38% among 300,000; AID 2100; Potency, µM (titrated, usually from 76.4 µM), without a hit: top-dose activity change, negative = inhibition, usual class: inhibitors; recombinant GAA, glycogen substrate, Amplex Red glucose oxidase fluorescence;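 note: 0% = full enzyme reaction and -100% = no-enzyme basal signal; the screen sought inhibitors and activators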
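qHTS, 1536-well; enzyme 4 nM final; cpd up to 77 uM; substrate bovine liver glycogen 30 ug; 50 mM citrate/phosphate pH 5.0, 0.01% Tween-20; 37 C, 40 min; Amplex Red detection 45 min RT; Hill fit → AC50.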
Tau ThT inhib: tau fibrillization inhibition (ThT binding). P10636. recombinant tau K18 P301L, heparin-induced fibrillization, ThT fluorescence. Potency, µM (top dose mostly 57.4 µM), for inactives: at the top dose activity, negative = inhibition, actives largely listed as inhibitors. hit rate 2.1% among 270,000. AID 1460; note: % is set by controls: 0 for no effect and ±100 for the full control effect; nearly all actives have a fitted effect of over 55% in size
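Fibril formation assay: tau K18 P301L at 15 uM with trace Alexa 594 label, heparin inducer 20 uM, pH 7 sodium acetate buffer, 37 C for 6 hr; endpoint ThT signal.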
aGal spleen mod: alpha-galactosidase A (human) modulation; hit rate 0.008% among 240,000; P06280; human spleen homogenate, 4MU-alpha-Gal fluorescence, 40 min; Potency, µM (top dose mostly 80 µM), inactives show at the highest dose activity change, negative = inhibition, hits mostly inhibitors;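 note: 0% = enzyme with vehicle and -100% = no enzyme basal signal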
Target sequence (P06280 32-429 limits assumed): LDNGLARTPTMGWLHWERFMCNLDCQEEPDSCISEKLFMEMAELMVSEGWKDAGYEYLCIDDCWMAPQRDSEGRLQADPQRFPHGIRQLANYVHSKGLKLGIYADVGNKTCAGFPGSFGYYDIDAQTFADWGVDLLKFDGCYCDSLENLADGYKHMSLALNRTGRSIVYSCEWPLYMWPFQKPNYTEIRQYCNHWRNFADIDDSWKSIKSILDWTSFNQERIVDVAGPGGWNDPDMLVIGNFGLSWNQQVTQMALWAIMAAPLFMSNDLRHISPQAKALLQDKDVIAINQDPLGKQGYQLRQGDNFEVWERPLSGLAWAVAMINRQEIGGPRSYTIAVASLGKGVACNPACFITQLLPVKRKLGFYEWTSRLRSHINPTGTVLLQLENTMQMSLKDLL
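Spleen homogenate 1 ug + cpd (titration) + 4-MU-alpha-D-galactopyranoside 1 mM; 37C 40 min; 50 mM citrate/phosphate pH 5.0, 0.01% Tween-20; stop pH 10; fluorescence 365/440; AC50 via Hill.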
Tau fluor counter: counter-screen for tau fibril formation inhibitors; AID 1463; tau K18 P301L (four-repeat tau fragment) Alexa594 fluorescence, heparin fibrillization; hit rate 0.93% among 280,000; Potency, µM (doses to about 57.7 µM), inactives show at the highest dose activity change, negative = decrease; note: % is set by controls: 0 for no effect and ±100 for the full control effect; nearly all actives have a fitted effect of over 55% in size
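Human K18 P301L tau (15 uM unlabeled plus 0.24 uM Alexa 594-labeled, final) in 100 mM sodium acetate pH 7 was mixed with compound and 20 uM heparin and incubated 6 hr at 37 C.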
GAA inh: alpha-glucosidase (human) inhibition. P10253. purified human GAA, 4-MU-alpha-glucoside fluorescence. Potency, µM (top dose mostly 76.9 µM), for the others: at the highest dose activity change, negative = inhibition, usual class: inhibitors. hit rate 0.005% among 200,000. AID 1466;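 note: plate controls were uninhibited enzyme wells for no effect and no-enzyme background for full effect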
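Enzyme (4 nM final) mixed with compound (up to 77 uM), then 4-MU-alpha-D-pyranoside (400 uM final) added; 20 min at room temperature, pH 5.0. Reaction stopped at pH 10, fluorescence read, AC50 derived by Hill fit.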
GAA spleen mod: lysosomal alpha-glucosidase (human) modulation. P10253. human spleen homogenate, 4-MU-alpha-glucoside fluorescence. Potency, µM (top dose mostly 79.9 µM), inactives show at the highest dose activity change, negative = inhibition, actives largely listed as inhibitors. hit rate 0.006% among 240,000. AID 2112;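 note: 0% = enzyme with vehicle and -100% = no enzyme basal signal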
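Compounds were titrated against alpha-glucosidase in spleen homogenate at pH 5.0, with 1 mM 4-methylumbelliferyl substrate for 40 min at 37 C. Reactions were quenched with pH 10 NaOH/glycine and fluorescence measured.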
Active calls of the source: *; ? = inconclusive; . = no result given; [ ] = dose if it differs, or a comment. Calls come from the whole dose curve; as a rule, active = well fitted curve in the direction sought with a large enough effect; inconclusive = small, poorly fitted or top-dose-only effect, or another doubt; inactive = no such curve, though single readings can be large; an effect the other way counts as inactive or inconclusive. Potency is the fitted concentration of half-maximal effect. Random draw from the library. Share with any hit: about 3.3%.

SMILES	HTT ATP protect	Tau fibril FP	GAA glycogen mod	Tau ThT inhib	aGal spleen mod	Tau fluor counter	GAA inh	GAA spleen mod
Cc1ccc(C(=O)CSc2nnc(CNc3nc(-c4ccccc4)cs3)n2C)cc1	-25%	4%	-15%	?	-19%	-12%	-20%	-11%
CCOC(=O)c1c(NC(=O)C2CC(Cl)=CCC2C(=O)O)sc2c1CC(C)(C)OC2 (stereo unspecified)	-35%[inhibitor]	2%	11%	-7%	-1%	6%	12%	4%
C/C(=N\Nc1ncc(Cl)cc1Cl)c1ccc(OC(F)F)cc1	13%[10 µM]	6%	-26%	?	-13%	-13%	-5%	-6%
CCOc1ccc(OCc2ccc(C(=O)Nc3cc(OC)c(OC)c(OC)c3)o2)cc1	.	13%	-4%[76.3 µM]	?	.	-25%	.	.
O=C(O)CC(NC(=O)Cc1ccccc1)c1cc([N+](=O)[O-])ccc1Cl (stereo unspecified)	-18%	4%	-12%	7%	4%	6%	2%	1%
COc1ccc(C(=O)/C=C/c2cn(CC(O)CN3CCc4ccccc43)c3ccccc23)cc1 (stereo unspecified)	.	?	-14%[76.3 µM]	?	.	?	.	.
Cc1c(C(=O)Cc2ccccc2)n(C)c2ccccc12	-31%[inhibitor]	-10%	-11%	-13%	-9%	-11%	0%	0%
O=S(=O)(Nc1ccc(N2CCOCC2)cc1)c1ccc(Cl)s1	21%	17%	-8%	-10%	11%	-19%	-5%	8%
COc1cccc(OC)c1C(=O)NC(=S)Nc1ccc2oc(-c3ccncc3)nc2c1	.	-16%	24%	?	1%	-21%	-6%	5%
CC(C)=N/N=C1/NC(=O)C(CC(=O)Nc2cc(Cl)ccc2C)S1 (stereo unspecified)	.	-2%	3%	-1%	-6%	1%	0%	-5%
COc1ccccc1NC(=O)C(C)N1CCN(C/C=C/c2ccccc2)CC1 (stereo unspecified)	-16%	6%	2%	-11%	0%	-2%	-4%	-3%
CCSCC1COC(c2cccn2Cc2ccc(C)cc2)=N1 (stereo unspecified)	4%	-8%	0%	-7%	2%	-9%	-1%	1%
Cc1ccc(NC(=O)CSc2nnc(-c3cccs3)o2)cc1S(=O)(=O)N(C)C	12%	-4%	8%	10%	-3%	5%	2%	-3%
CC(C)C(NC(=O)c1ccccc1)C(=O)NCCc1ccccc1 (stereo unspecified)	.	-2%	18%	4%	-2%	1%	?	2%
O=C(CSCc1c(Cl)cccc1Cl)NN1C(=O)c2ccccc2C1=O	-13%	?	1%	-6%	26%	-13%	-3%	-2%
COc1cc(NC(=O)CSCc2cnn(-c3ccccc3)c2-n2cccc2)cc(OC)c1	8%[10 µM]	?	-7%	-13%	0%	?	?	0%
O=C(O)c1nnn(-c2cc(C(F)(F)F)cc(C(F)(F)F)c2)c1-c1ccccc1	-3%[10 µM]	-2%	3%	-8%	0%	-10%	?	-2%
NC(=O)c1ccc(-n2nnnc2SCc2ccccc2)cc1	2%	1%	-3%	-1%	0%	-11%	-2%	-3%
O=c1[nH]cc(NCCc2ccccc2)c(=O)[nH]1	-20%	?	-6%	?	0%	-15%	12%	10%
CCOC(=O)Cc1c(C)nc2c(-c3ccccc3)c(C)[nH]n2c1=O	-27%	-5%	7%	2%	-3%	-1%	5%	-18%
Cc1ccc(NC(=O)Cn2c(-c3nonc3N)nc3ccccc32)cc1Cl	.	-14%	14%[76.3 µM]	14%	.	1%	.	.
O=C(Cc1ccc(Cl)cc1)NCC(=O)N1CCCC1	5%[0.074 µM]	-2%	0%	3%	-9%	4%	2%	-9%
CCCn1c(N)c(C(=S)NC(=O)C2CC2)c(=O)n(C)c1=O	-7%[10 µM]	3%	-21%	-11%	3%	-1%	-1%	2%
COc1ccc(OCCSc2nnc(CCNC(=O)c3ccc(OC)cc3)n2C)cc1	-4%	1%	5%	-19%	4%	-8%	3%	4%
Cc1ccc(CNC(=O)c2nnc(Cc3cccc(F)c3)o2)cc1	.	-11%	-4%[76.3 µM]	-17%	.	-26%	.	.

(listing goes on)
SMILES	HTT ATP protect	Tau fibril FP	GAA glycogen mod	Tau ThT inhib	aGal spleen mod	Tau fluor counter	GAA inh	GAA spleen mod
Cc1ccc(S(=O)(=O)N2CCN(CC(=O)Nc3ccc([N+](=O)[O-])cc3)CC2)cc1C	-9%[10 µM]	3%	-22%	-9%	-13%	?	?	-15%
COc1cc(/C=N/NC(=O)c2ccc(CN(C)S(=O)(=O)c3ccc(C)cc3)cc2)ccc1O	-18%	6%	3%	?	-2%	16µM*[quencher]	-1%	-2%
Cc1ccc2c(c1)C(c1ccccc1)N(C(=O)c1ccc(Br)o1)CC(=O)N2 (stereo unspecified)	-27%	-2%	3%	-11%	0%	-3%	-5%	-9%
CCOCc1nnc(NC(=O)CCc2ccccc2)s1	-8%[0.074 µM]	7%	-2%	-8%	3%	1%	-5%	-14%
Cc1cc(C)n(-c2ccc(C(=O)Nc3cccnc3)cc2)n1	14%[10 µM]	-6%	5%	-4%	4%	-6%	.	3%
CC1=CCC(C(=O)O)(C(=O)N/N=C/c2cccnc2)C(c2ccccc2)C1 (stereo unspecified)	13%[10 µM]	10%	-5%	-8%	2%	-3%	2%	-4%
Cc1ccc(-c2nc3c4ccccc4[nH]c(=O)n3n2)cc1	.	-7%	12%[76.3 µM]	-19%	.	-22%	.	.
CCOC(=O)Cn1c(=O)c2c(nc3n2CCN3Cc2ccccc2)n(C)c1=O	-8%	6%	5%	-5%	-1%	1%	12%	3%
N#CC(c1ccncc1)(c1ncc(C(F)(F)F)cc1Cl)N1CCOCC1 (stereo unspecified)	-9%	10%	?	?	-3%	-17%	-8%	-18%
O=C(Cn1nnc(-c2ccc(CN3CCOCC3)cc2)n1)NC1CCCCC1	-8%	2%	3%	-6%	-8%	2%	-14%	-8%
COc1ccc(C(=O)CSc2nc3ccc([N+](=O)[O-])cc3[nH]2)cc1	17%[10 µM]	?	-6%	?	-19%	?	?	-12%
O=C(Nc1cccc(F)c1)NC1(C(=O)N2CCOCC2)CCCCC1	-2%	3%	12%	6%	-1%	4%	6%	6%
CC1Cc2ccccc2N1C(=O)CN1C(=O)COc2ccccc21 (stereo unspecified)	0%	0%	-3%	-3%	10%	-1%	5%	-5%
CCOc1ccc(C(CC(=O)O)NC(=O)c2ccco2)cc1 (stereo unspecified)	3%[10 µM]	-4%	-1%	-1%	-4%	-3%	-3%	-6%
Cn1cnnc1SCC(=O)NNC(=O)c1ccc(Cl)cc1	.	0%	-2%	-3%	-3%	-2%	-1%	-1%
CCCCNC(=O)Nc1nnc(-c2ccccc2)o1	21%	9%	7%	1%	13%	3%	-8%	-2%
O=C(NCCN1CCN(Cc2ccccc2Cl)CC1)Nc1ccccc1	-13%	7%	8%	-3%	9%	-5%	3%	-15%
Cc1ccc2c(c1)NC(=O)C(CC(=O)NCCCN1CCCC1=O)O2 (stereo unspecified)	-18%	3%	7%	-10%	6%	-5%	-11%	1%
CC1(C)CC(=O)C2=C(C1)Nc1ccccc1N(C(=O)C1CC1)C2c1ccco1 (stereo unspecified)	1%[10 µM]	-11%	1%	?	-3%	1%	9%	-16%
CN1CCC(=NNC(=O)CSCc2ccccc2)CC1	-20%	-7%	8%	-3%	3%	-4%	0%	0%
COc1cc(/C=C/C(=O)O)cc(Br)c1O	8%[10 µM]	0%	?	-16%	0%	-15%	.	1%
COc1ccc(C(NC(=O)/C=C\c2ccco2)c2ccc(OC)c(OC)c2)cc1 (stereo unspecified)	3%	-3%	8%	-9%	-4%	-10%	-18%	-7%
c1ccc(-c2nc(-c3ccncc3)n[nH]2)nc1	6%[10 µM]	-6%	4%	-13%	5%	-15%	.	4%
CCOc1ccccc1NC(=O)c1ccc2nccnc2c1	-22%[10 µM]	-4%	6%	-13%	-14%	-2%	-3%	4%
Cc1cccc2c1-c1sc(C(=O)Nc3ccc(F)cc3F)cc1CO2	.	-18%	-13%[76.3 µM]	?	.	-19%	.	.

Sorted by molar mass (high to low): some entries from above
SMILES	HTT ATP protect	Tau fibril FP	GAA glycogen mod	Tau ThT inhib	aGal spleen mod	Tau fluor counter	GAA inh	GAA spleen mod
COc1ccc(C(=O)CSc2nc3ccc([N+](=O)[O-])cc3[nH]2)cc1	17%[10 µM]	?	-6%	?	-19%	?	?	-12%
CC(C)C(NC(=O)c1ccccc1)C(=O)NCCc1ccccc1 (stereo unspecified)	.	-2%	18%	4%	-2%	1%	?	2%
CCSCC1COC(c2cccn2Cc2ccc(C)cc2)=N1 (stereo unspecified)	4%	-8%	0%	-7%	2%	-9%	-1%	1%
CCCn1c(N)c(C(=S)NC(=O)C2CC2)c(=O)n(C)c1=O	-7%[10 µM]	3%	-21%	-11%	3%	-1%	-1%	2%
CCOc1ccccc1NC(=O)c1ccc2nccnc2c1	-22%[10 µM]	-4%	6%	-13%	-14%	-2%	-3%	4%
CN1CCC(=NNC(=O)CSCc2ccccc2)CC1	-20%	-7%	8%	-3%	3%	-4%	0%	0%

Next entries follow:
SMILES	HTT ATP protect	Tau fibril FP	GAA glycogen mod	Tau ThT inhib	aGal spleen mod	Tau fluor counter	GAA inh	GAA spleen mod
O=C1CC(N2CCN(c3ccc(S(=O)(=O)N4CCCC4)cc3)CC2)C(=O)N1c1ccc(F)cc1 (stereo unspecified)	8%	6%	0%	-7%	-3%	-2%	-15%	-6%
O=c1c2sc3ccccc3c2n(Cc2cccc(Cl)c2)c(=O)n1Cc1ccco1	.	0%	-7%[76.3 µM]	0%	.	-13%	.	.
CC(OC(=O)CNC(=O)C12CC3CC(CC(C3)C1)C2)C(=O)Nc1ccc(N2CCOCC2)cc1 (stereo unspecified)	-17%[10 µM]	-2%	-5%	?	-5%	-21%	-5%	-6%
COC(=O)c1ccccc1NC(=O)c1cnn2cccnc12	-22%	-1%	-14%	-7%	0%	-2%	-15%	6%
CC1CCCC(NC(=O)COC(=O)Cc2c[nH]c3ccccc23)C1C (stereo unspecified)	5%[10 µM]	1%	-5%	-3%	-6%	-9%	3%	0%
COC(=O)c1cc(C(=O)CC(C)C)c[nH]1	-71%[inhibitor]	9%	-4%	5%	-1%	2%	3%	-7%
CCOCc1nnc(NC(=O)CSCc2ccccc2)s1	10%	1%	6%	-8%	6%	1%	-5%	-14%
